TCR activator: Activators of T cell receptors: qHTS campaign | primary human leukocytes, anti-CD3, IL-2 HTRF, 48 h | AID 504894, 2011 | 330,000 tested, under 10 active | Potency, µM (titrated, usually from 9.22 µM), without a hit: at the top dose activation of IL-2 secretion, hits mostly activators; note: % of control where 0% means no effect
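Compounds are tested in HTS on primary human leukocytes co-incubated with a-CD3 beads for 48 hr. IL-2 output is measured by time-resolved FRET.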
ASM inhibitor: Inhibitors of Secretory Acid Sphingomyelinase (S-ASM): qHTS | actives 0.006% (n = 340,000) | Potency, µM (highest dose often 57.5 µM), for the others: at the highest dose activity change, negative = inhibition, usual class: inhibitors | Sphingomyelin phosphodiesterase (Homo sapiens), P17405 | placental ASM, HMU-PC fluorogenic substrate, 60 min | AID 504937, 2011; note: potency is the fitted concentration of half-maximal effect
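qHTS format. ASM enzyme prepared from human placenta hydrolyses the fluorogenic substrate HMU-PC0 (9 uM final) over 60 min at 37 °C after a 10 min compound preincubation.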
Eya2 inh: qHTS Assay for Inhibitors of the Phosphatase Activity of Eya2; Protein phosphatase EYA2 (Homo sapiens), O00167; recombinant Eya2, OMFP fluorescence dephosphorylation (OMFP is methylfluorescein phosphate); Potency, µM (titrated, usually from 76.9 µM), without a hit: top-dose activity, negative = inhibition, hits mostly inhibitors; actives 0.006% (n = 330,000); note: potency is the fitted concentration of half-maximal effect; % is set by controls: 0 for no effect and ±100 for the full control effect
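Eya2 protein (added as 0.2 uM solution) was preincubated with compound for 10 min at ambient temperature in 50 mM HEPES pH 7.5, 50 mM NaCl, 5 uM MgCl2, 0.05% BSA, 1 mM DTT. OMFP (added at 50 uM) then reacted 10 min; fluorescence read at 485/525 nm.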
TSHR antagonist: Antagonists of the Thyroid Stimulating Hormone Receptor: HTS campaign. activity change, negative = inhibition, % at 11.5 µM. AID 504810, 2011. Thyrotropin receptor (Homo sapiens), P16473. TSHR-expressing cells, TSH-stimulated cAMP HTRF, 2 h; stronger effect = lower value. actives 0.2% (n = 330,000);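 active = activity change below a set negative limit, meaning inhibition stronger than a set level, cut at about -70% in these data; inconclusive = activity change between two set negative limits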; note: % is set by controls: 0 for no effect and ±100 for the full control effect
Target sequence (P16473 whole entry, looked up): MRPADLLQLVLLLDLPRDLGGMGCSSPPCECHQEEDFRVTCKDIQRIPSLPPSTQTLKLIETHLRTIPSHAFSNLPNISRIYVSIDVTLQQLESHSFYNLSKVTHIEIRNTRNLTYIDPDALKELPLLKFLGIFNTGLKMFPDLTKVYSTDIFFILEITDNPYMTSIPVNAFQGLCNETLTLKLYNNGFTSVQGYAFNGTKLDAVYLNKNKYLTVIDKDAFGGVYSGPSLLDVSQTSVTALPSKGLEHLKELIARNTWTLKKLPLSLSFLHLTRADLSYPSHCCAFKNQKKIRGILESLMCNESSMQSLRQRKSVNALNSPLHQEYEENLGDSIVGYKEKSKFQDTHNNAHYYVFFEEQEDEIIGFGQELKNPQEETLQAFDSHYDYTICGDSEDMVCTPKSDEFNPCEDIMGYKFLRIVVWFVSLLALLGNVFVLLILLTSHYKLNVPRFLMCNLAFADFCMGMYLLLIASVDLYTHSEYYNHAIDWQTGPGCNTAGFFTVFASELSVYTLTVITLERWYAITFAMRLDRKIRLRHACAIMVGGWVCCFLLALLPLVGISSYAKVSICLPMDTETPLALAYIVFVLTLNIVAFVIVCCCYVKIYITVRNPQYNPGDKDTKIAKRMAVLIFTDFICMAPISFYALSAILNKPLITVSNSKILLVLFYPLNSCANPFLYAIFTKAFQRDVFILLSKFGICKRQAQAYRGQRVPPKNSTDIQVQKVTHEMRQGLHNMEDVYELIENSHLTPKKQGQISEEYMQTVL
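TSHR-expressing cells, 200/well, pre-treated with compound, then stimulated with EC80 TSH (4nM final) for 2 hours at 37 deg C. cAMP measured by competitive HTRF: anti-cAMP cryptate antibody in lysis buffer plus cAMP-d2, read after 30 minutes at room temperature.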
a7 integrin act: qHTS for Activators of Integrin-Mediated Alleviation for Muscular Dystrophy; alpha7betagal myoblasts, beta-gal FDG fluorescence, 48 h; Potency, µM (series often up to 38.3 µM), inactives show top-dose activation, actives largely listed as activators; actives 0.064% (n = 350,000);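 note: potency is the fitted concentration of half-maximal effect; 100% = response of the positive control SU9516; nearly all actives have a fitted effect of over 60% in size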
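alpha7betagal+/- myoblasts (passage 13, 250/well) treated 48 h at 37C with compounds at 1:260 dilution of DMSO stock. Lysed, then beta-galactosidase activity read as FDG fluorescence (ex 480/em 540) after 30 min, with pre-read for autofluorescence.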
Mito fusion act: qHTS Assay for Small Molecule Inhibitors of Mitochondrial Division or Activators of Mitochondrial Fusion. S. cerevisiae fusion-defective mutant growth rescue, CellTiterGlo 48 h. Potency, µM (titrated, usually from 46.1 µM), without a hit: top-dose growth rescue (activation), most hits filed as activators. actives 0.23% (n = 320,000). AID 485298, 2010;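 note: potency is the fitted concentration of half-maximal effect; % of control where 0% means no effect; nearly all actives have a fitted effect of over 45% in size; temperature-sensitive fusion mutants such as fzo1-1 at 37 °C on non-fermentable ethanol glycerol medium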
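Yeast fusion mutant, YPEG (non-fermentable carbon), compound, 48 h at 37C non-permissive; CellTiterGlo added, 10 min RT, luminescence read. Rescued growth = division inhibition.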
PTAP TSG101 blk: qHTS Assay for Iinhibitors of HIV-1 Budding by Blocking the Interaction of PTAP/TSG101. Potency, µM (top dose mostly 115 µM), for inactives: at the highest dose activity change, negative = inhibition, usual class: inhibitors. Tumor susceptibility gene 101 protein (Homo sapiens), Q99816. Fluorescence polarization, FITC-PTAP peptide / Tsg101 binding. 340,000 tested, under 10 active; active = well fitted inhibition curve with a large enough effect in the main read-out, with a control signal flat, not every such curve was filed as active; inconclusive = small, poorly fitted or top-dose-only effect, or effect the other way, or a change in a side signal; inactive = no such curve, though single readings can be large or run the other way; note: potency is the fitted concentration of half-maximal effect; % of control where 0% means no effect
Target sequence (Q99816 whole entry, looked up): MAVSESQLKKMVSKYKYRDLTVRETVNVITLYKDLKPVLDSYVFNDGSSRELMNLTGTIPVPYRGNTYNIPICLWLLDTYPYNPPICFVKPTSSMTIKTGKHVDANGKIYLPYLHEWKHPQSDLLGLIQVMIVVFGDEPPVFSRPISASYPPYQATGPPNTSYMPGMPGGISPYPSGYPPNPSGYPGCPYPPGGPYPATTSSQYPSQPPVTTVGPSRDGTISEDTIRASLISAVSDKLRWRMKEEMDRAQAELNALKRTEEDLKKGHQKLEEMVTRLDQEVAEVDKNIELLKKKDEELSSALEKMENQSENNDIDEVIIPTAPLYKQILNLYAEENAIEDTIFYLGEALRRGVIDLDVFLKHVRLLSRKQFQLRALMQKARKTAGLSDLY
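Compounds were pin-transferred onto Tsg101 binding domain (10 uM final) in HEPES pH 7.5 buffer, then FITC-PTAP peptide was added at 50 nM final. After 20 min at RT, polarization reported peptide displacement across a qHTS concentration series.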
Chronic BCR inh: qHTS Assay to Find Inhibitors of Chronic Active B-Cell Receptor Signaling; ABC-DLBCL IkBa-CBG/CBR reporter, luminescence ratio, 4 h; Potency, µM (titrated, usually from 46.1 µM), for the others: top-dose ratio change, negative = lower green/red ratio, most hits filed as inhibitors; actives 0.05% (n = 340,000); active = well fitted inhibition curve with a large enough effect in the signal ratio, with a control signal flat, not every such curve was filed as active; inconclusive = small, poorly fitted or top-dose-only effect, or effect the other way, or a change in a side signal; the % refers to the signal ratio;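 note: potency is the fitted concentration of half-maximal effect; plate controls were basal doxycycline-induced cells for no effect and cells given 10 µM MG132 for full effect; MG132 reads +100%, hits lower the ratio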
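Concentration-response series (up to 46 uM) were applied to TMD8 dual-reporter cells for 4 h at 37C with doxycycline. Green/red ratio, after filter-overlap correction, defined %Activity; red signal alone was normalised to basal cells and zero luminescence.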
ELG1 repair inh: qHTS screen for small molecules that inhibit ELG1-dependent DNA repair in human embryonic kidney (HEK293T) cells expressing luciferase-tagged ELG1; actives 2.3% (n = 330,000); Potency, µM (series often up to 46.1 µM), without a hit: at the top dose activity change, negative = inhibition, usual class: inhibitors; HEK293T ELG1-luciferase reporter, luminescence, 16 h; DNA damage induced by 5-fluorouridine; note: potency is the fitted concentration of half-maximal effect; % is set by controls: 0 for no effect and ±100 for the full control effect; nearly all actives have a fitted effect of over 55% in size
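Luminescence from the luciferase reporter, measured 30 min after ONE-Glo reagent at room temperature, was the read-out. Beforehand, 2,000 cells per well were exposed for 16 hr at 37 °C to 5-fluorouridine together with compound or vehicle.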
Tb PFK inh: qHTS Assay to Find Inhibitors of T. brucei phosphofructokinase | T. brucei PFK, ADP-Glo luminescence | Potency, µM (doses to about 57.5 µM), inactives show at the highest dose activity, negative = inhibition, usual class: inhibitors | actives 0.17% (n = 330,000) | AID 485367, 2010;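 note: potency is the fitted concentration of half-maximal effect; 0% = uninhibited 1x PFK enzyme wells and -100% = no-enzyme wells; nearly all actives have a fitted effect of over 60% in size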
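Compounds were pin-transferred as a titration series up to 57 uM into substrate buffer (0.5 mM F6P, 0.1 mM ATP, pH 8.0), then 1.25 nM PFK was added and reactions ran 45 min before ADP-Glo detection.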
AT treatment: qHTS Assay for Identifying a Potential Treatment of Ataxia-Telangiectasia; […] A-T fibroblasts, KAP-1 phosphorylation AlphaLISA; neocarzinostatin DNA damage 30 min before lysis; Potency, µM (highest dose often 57.5 µM), without a hit: at the top dose activation, actives largely listed as activators; actives 0.19% (n = 320,000); note: potency is the fitted concentration of half-maximal effect; % of control where 0% means no effect; nearly all actives have a fitted effect of over 45% in size
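hTERT-immortalized A-T patient fibroblasts ([…]), 500 cells/well in OPTI-MEM, 1% FBS, got compounds for 60 min, then NCS for 30 min at 37C. Lysates were then assayed for phospho-KAP-1 by AlphaLISA (anti-pKAP1 donor, anti-KAP1 acceptor beads), 6 hr at 25C.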
* marks the source's active call; other numbers are inactive results; [ ] = another dose, or the depositor's remark. Unless noted, calls come from the whole dose curve; as a rule, active = well fitted curve in the direction sought with a large enough effect; inconclusive = small, poorly fitted or top-dose-only effect, or another doubt; inactive = no such curve, though single readings can be large; an effect the other way counts as inactive or inconclusive.

Results for Cc1nc2ccccc2nc1N/N=C/c1ccc(O)cc1O ?
TCR activator: -10%; ASM inhibitor: -9%; Eya2 inh: -4%; TSHR antagonist: -12; a7 integrin act: -8%; Mito fusion act: 3%; PTAP TSG101 blk: 1%; Chronic BCR inh: 9%; ELG1 repair inh: inconclusive; Tb PFK inh: 0%; AT treatment: 3%

What do the screens show for `Cn1c(NC(=O)c2ccc(S(=O)(=O)N3CCOCC3)cc2)cc(=O)n(C)c1=O`?
TCR activator: -1%[46.1 µM]; ASM inhibitor: 6%; Eya2 inh: -1%; TSHR antagonist: 0; a7 integrin act: 17%; Mito fusion act: -8%; PTAP TSG101 blk: 2%; Chronic BCR inh: 1%; ELG1 repair inh: 6%; Tb PFK inh: -3%; AT treatment: 4%

What do the screens show for `CCNC(=O)/C=C/c1ccccc1[N+](=O)[O-]`?
TCR activator: 3%; ASM inhibitor: 1%; Eya2 inh: 12%; TSHR antagonist: -3; a7 integrin act: 7%; Mito fusion act: 0%; PTAP TSG101 blk: -2%; Chronic BCR inh: -2%; ELG1 repair inh: 6%; Tb PFK inh: 1%; AT treatment: 6%

What do the screens show for `CC1CCc2sc(C(=O)NN=C3CCC(c4ccccc4)CC3)cc2C1` (configuration not stated)?
TCR activator: 0%[46.1 µM]; ASM inhibitor: 5%; Eya2 inh: 0%; TSHR antagonist: 44; a7 integrin act: 11%; Mito fusion act: 5%; PTAP TSG101 blk: 0%; Chronic BCR inh: inconclusive; ELG1 repair inh: inconclusive; Tb PFK inh: 7%; AT treatment: 2%

What do the screens show for `O=C(OCc1nc2ccsc2c(=O)[nH]1)c1ccco1`?
TCR activator: 1%; ASM inhibitor: 3%; Eya2 inh: 6%; TSHR antagonist: 18; a7 integrin act: 10%; Mito fusion act: -1%; PTAP TSG101 blk: -3%; Chronic BCR inh: 3%; ELG1 repair inh: inconclusive; Tb PFK inh: 2%; AT treatment: 7%

What do the screens show for `CCOc1ccccc1NC(=O)Cn1c(C)cc(COC)c(C#N)c1=O`?
ASM inhibitor: -1%; Eya2 inh: 17%; TSHR antagonist: -3; a7 integrin act: 25%; Mito fusion act: -8%; PTAP TSG101 blk: -1%; Chronic BCR inh: -3%; ELG1 repair inh: -2%; Tb PFK inh: 0%; AT treatment: 7%

How did O=C(Nc1ccc2c(c1)CN(Cc1ccco1)CC2)C1CCCO1 (configuration not stated) do in these assays?
TCR activator: -6%; ASM inhibitor: 2%; Eya2 inh: 3%; TSHR antagonist: -3; a7 integrin act: -5%; Mito fusion act: -1%; Chronic BCR inh: 1%; ELG1 repair inh: -6%; Tb PFK inh: 7%; AT treatment: 2%

Results for Cc1ccc(S(=O)(=O)N/N=C\c2ccc([N+](=O)[O-])o2)cc1C ?
TCR activator: 6%; ASM inhibitor: -3%; Eya2 inh: -18%; TSHR antagonist: -10; a7 integrin act: -47%[inhibitor]; Mito fusion act: -2%; PTAP TSG101 blk: -4%; Chronic BCR inh: 4%; ELG1 repair inh: -5%; Tb PFK inh: 4%; AT treatment: -9%

Results for COc1ccccc1C(OC(=O)c1ccco1)C(=O)NC(C)(C)C (configuration not stated) ?
TCR activator: 1%; ASM inhibitor: -2%; Eya2 inh: -7%; TSHR antagonist: -5; a7 integrin act: 15%; Mito fusion act: -1%; PTAP TSG101 blk: 2%; Chronic BCR inh: inconclusive; ELG1 repair inh: 24%; Tb PFK inh: 1%; AT treatment: 3%

What do the screens show for `Cc1ccc(-c2cc(-c3ccc(C)o3)nc(N)c2C#N)cc1`?
TCR activator: -6%; ASM inhibitor: inactive; Eya2 inh: -8%; TSHR antagonist: 2; a7 integrin act: -42%; Mito fusion act: -2%; PTAP TSG101 blk: -8%; Chronic BCR inh: 4%; ELG1 repair inh: inconclusive; Tb PFK inh: 0%; AT treatment: 23%

How did COc1ccc(C(=O)NC2CCN(S(=O)(=O)Cc3ccccc3)CC2)c(OC)c1 do in these assays?
TCR activator: -2%; ASM inhibitor: 0%; Eya2 inh: -17%; TSHR antagonist: 0; a7 integrin act: 8%; Mito fusion act: 0%; PTAP TSG101 blk: -4%; Chronic BCR inh: -10%; ELG1 repair inh: 2%; Tb PFK inh: -2%; AT treatment: -2%

Results for CC(=O)N(Cc1ccc(F)cc1)c1cccc(C)c1C ?
TCR activator: 0%; ASM inhibitor: 0%; Eya2 inh: -3%; TSHR antagonist: 6; a7 integrin act: 26%; Mito fusion act: 0%; PTAP TSG101 blk: -4%; Chronic BCR inh: 1%; ELG1 repair inh: 0%; Tb PFK inh: 1%; AT treatment: -2%

What do the screens show for `S=c1nc2c(n[nH]1)c1ccccc1n2CCc1ccccc1`?
TCR activator: 1%; ASM inhibitor: -2%; Eya2 inh: -8%; TSHR antagonist: -40; a7 integrin act: 16%; Mito fusion act: 3%; PTAP TSG101 blk: -4%; Chronic BCR inh: 2%; ELG1 repair inh: 1%; Tb PFK inh: 2%; AT treatment: -4%

Results for C/C(=N\Nc1ncnc2sc(C)c(C)c12)c1ccccn1 ?
TCR activator: -4%; ASM inhibitor: -3%; Eya2 inh: 8%; TSHR antagonist: -2; a7 integrin act: -75%[inhibitor]; Mito fusion act: -17%; PTAP TSG101 blk: 0%; Chronic BCR inh: inconclusive; ELG1 repair inh: inconclusive; Tb PFK inh: 12%; AT treatment: -9%

What do the screens show for `Cn1c(-c2cccc([N+](=O)[O-])c2)cnc1NCc1cccc(F)c1`?
TCR activator: 1%; ASM inhibitor: 2%; Eya2 inh: 9%; TSHR antagonist: 0; a7 integrin act: inconclusive; Mito fusion act: -9%; PTAP TSG101 blk: -9%; Chronic BCR inh: 1%; ELG1 repair inh: -7%; Tb PFK inh: -6%; AT treatment: 2%

Results for CN(CC(=O)Nc1ccccc1Cl)C(=O)c1ccc(-c2cccc(C(F)(F)F)c2)o1 ?
TCR activator: 0%; ASM inhibitor: -8%; Eya2 inh: 2%; TSHR antagonist: 17; a7 integrin act: 15%; Mito fusion act: inconclusive; PTAP TSG101 blk: -5%; Chronic BCR inh: 2%; ELG1 repair inh: 13%; Tb PFK inh: 6%; AT treatment: 0%

What do the screens show for `Cc1ccc(CN(C#N)c2nc(C)cc(C)n2)cc1`?
TCR activator: 1%; ASM inhibitor: -1%; Eya2 inh: 14%; TSHR antagonist: 13; a7 integrin act: 5%; Mito fusion act: 2%; PTAP TSG101 blk: -4%; Chronic BCR inh: 0%; ELG1 repair inh: 11%; Tb PFK inh: 3%; AT treatment: 8%

How did O=C(COc1cccc(C(F)(F)F)c1)N1CCN(c2ccc(O)cc2)CC1 do in these assays?
TCR activator: 0%; ASM inhibitor: 2%; Eya2 inh: -8%; TSHR antagonist: -8; a7 integrin act: -25%; Mito fusion act: 9%; PTAP TSG101 blk: 1%; Chronic BCR inh: -11%; ELG1 repair inh: 16µM*; Tb PFK inh: -24%; AT treatment: -3%

Results for COc1ccccc1NC(=O)C1CCN(S(=O)(=O)c2ccc3c(c2)CC(C)N3C(C)=O)CC1 (configuration not stated) ?
TCR activator: 5%; ASM inhibitor: -2%; Eya2 inh: 10%; TSHR antagonist: -10; a7 integrin act: 8%; Mito fusion act: 6%; PTAP TSG101 blk: 3%; Chronic BCR inh: 1%; ELG1 repair inh: -11%; Tb PFK inh: 1%; AT treatment: 1%

What do the screens show for `Cc1ccc2cc3c(NC(=O)c4cccnc4)nn(C)c3nc2c1`?
TCR activator: 0%; ASM inhibitor: 166%[activator]; Eya2 inh: 1%; TSHR antagonist: 34; a7 integrin act: 26%; Mito fusion act: 9%; PTAP TSG101 blk: 0%; Chronic BCR inh: 4%; ELG1 repair inh: -30%; Tb PFK inh: -2%; AT treatment: 4%

Compound activity (PubChem BioAssay)

Hits appear at their usual frequency. About 3.2% of those tested had a hit in this group.
